# G6PDH counter: L. mesenteroides G6PDH inhibitors, counter-screen for G6PDH-coupled screening assays, biochemical, Leuconostoc mesenteroides enzyme; glucose-6-phosphate dehydrogenase [Leuconostoc mesenteroides]; Purified L. mesenteroides G6PDH, diaphorase/resazurin coupled fluorescence, 45 min; inhibition, % at 5 µM; 200,000 compounds, 0.12% hits; AID 1020, 2008; in the data active = inhibition above about 50%
# Hsp70 activator: Hsp70 transcriptional activators, primary screen, cell-based, HeLa, Hsp70 promoter luciferase, luminescence, 10 µM; HeLa Hsp70 promoter luciferase reporter; scaled: vehicle 0, proteasome-inhibitor control 100%; activation, % at 10 µM; 200,000 compounds, 0.04% hits;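 active = activation above the mean across all tested compounds plus 3 SD, cutoff set per campaign, cut at about 5.5% in these data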;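 note: 100% = MG132 at 30 µM as the positive control and 0% = DMSO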
# Diaphorase inh: diaphorase inhibitors and chemical oxidizers, primary screen, counter-screen for diaphorase-coupled primary assays, biochemical, uHTS, resorufin fluorescence. diaphorase resazurin-to-resorufin fluorescence, NADH, 16 min; bacterial (C. kluyveri) enzyme, not human. AID 1217, 2008. inhibition, % at 20 µM. 190,000 compounds, 0.69% hits;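 active = primary screen inhibition at 20 µM above a set limit, cut at about 50% in these data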;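 note: plate controls were DMSO with full reaction for no effect and wells lacking NADH for full effect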
#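 controls = No-NADH positive control and DMSO neutral control | system = Clostridium kluyveri diaphorase enzyme | timing = reaction incubation of 16 min at room temperature | signal = resorufin fluorescence 544/590 nm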
# TLR4 MyD88 comp: inhibitors of TLR4-MyD88 association in cells, primary screen, cell-based, HeLa CL3-4, BLA complementation, FRET ratio; inhibition, % at 8.4 µM; HeLa CL3-4 TLR4/MyD88 BLA complementation; 200,000 compounds, 0.18% hits; Toll-like receptor 4 (Homo sapiens) + Myeloid differentiation primary response protein …; in the data active = inhibition above about 25%;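 note: 0% = vehicle and 100% = reference inhibitor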
# Target sequence (O00206 whole entry, looked up): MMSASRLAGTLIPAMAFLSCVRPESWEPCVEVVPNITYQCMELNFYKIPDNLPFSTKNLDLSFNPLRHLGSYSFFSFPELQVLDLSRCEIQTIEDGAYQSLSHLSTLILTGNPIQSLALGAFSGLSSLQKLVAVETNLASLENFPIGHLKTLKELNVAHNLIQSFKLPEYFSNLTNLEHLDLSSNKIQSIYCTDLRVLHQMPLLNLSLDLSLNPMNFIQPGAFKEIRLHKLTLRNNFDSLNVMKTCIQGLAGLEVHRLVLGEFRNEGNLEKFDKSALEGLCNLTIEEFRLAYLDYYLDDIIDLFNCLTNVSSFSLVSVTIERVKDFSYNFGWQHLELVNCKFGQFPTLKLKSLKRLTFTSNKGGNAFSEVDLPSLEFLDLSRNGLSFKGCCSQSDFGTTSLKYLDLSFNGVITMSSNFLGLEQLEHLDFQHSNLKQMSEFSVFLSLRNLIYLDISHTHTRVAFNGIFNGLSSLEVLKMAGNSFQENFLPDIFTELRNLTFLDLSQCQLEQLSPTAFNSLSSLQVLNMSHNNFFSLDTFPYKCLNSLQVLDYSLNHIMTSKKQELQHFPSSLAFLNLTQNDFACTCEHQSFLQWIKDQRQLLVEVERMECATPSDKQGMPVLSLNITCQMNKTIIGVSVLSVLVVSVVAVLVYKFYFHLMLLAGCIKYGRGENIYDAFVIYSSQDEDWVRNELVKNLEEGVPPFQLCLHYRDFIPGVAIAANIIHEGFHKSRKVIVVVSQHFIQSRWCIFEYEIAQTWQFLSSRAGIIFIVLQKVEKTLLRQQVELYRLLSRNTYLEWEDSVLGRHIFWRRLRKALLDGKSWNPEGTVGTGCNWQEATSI
# Target sequence (Q99836 whole entry, looked up): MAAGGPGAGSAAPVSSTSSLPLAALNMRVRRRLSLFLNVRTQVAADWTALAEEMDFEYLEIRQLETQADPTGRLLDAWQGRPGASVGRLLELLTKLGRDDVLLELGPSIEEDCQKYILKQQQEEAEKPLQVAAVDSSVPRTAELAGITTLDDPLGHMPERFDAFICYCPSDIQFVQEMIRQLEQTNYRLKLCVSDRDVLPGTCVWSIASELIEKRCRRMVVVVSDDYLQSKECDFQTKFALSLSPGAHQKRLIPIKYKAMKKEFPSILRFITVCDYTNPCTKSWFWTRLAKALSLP
# APP 5UTR inh: inhibitors of APP translation via 5'UTR reporter, primary screen, APP 5'UTR luciferase, SH-SY5Y cells; SH-SY5Y APP 5'UTR-luciferase reporter, luminescence; inhibition, % at 2 µM; 190,000 compounds, 0.82% hits; AID 1285, 2008;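 active = inhibition above a set limit, derived from the sample mean plus 3 SD, cut at about 45% in these data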; note: values of inactives mirror those of a sister screen read the other way
# STAT1 blocker: STAT1 signaling inhibitors, primary screen, cell-based, HTS, luciferase reporter | 200,000 compounds, 0.35% hits | NIH 3T3 STAT1-luciferase reporter, IFN-gamma, luminescence | AID 920, 2007 | inhibition, % at 5.5 µM;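 active = inhibition above a set limit, the mean inhibition across all tested compounds plus 3 SD, cut at about 34% in these data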;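 note: 0% = IFN-gamma with DMSO and 100% = IFN-gamma with 300 µM nifuroxazide; values of inactives mirror those of a sister screen read the other way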
# Diaphorase act: compounds boosting diaphorase resazurin reduction – biochemical, uHTS, resorufin fluorescence, counter-screen for diaphorase-coupled primary assays, primary screen | 190,000 compounds, 0.005% hits | activation factor at 20 µM | AID 1229, 2008 | Diaphorase/resazurin coupled assay, 16 min; stronger effect = higher value; 1 = vehicle wells, 0 = NADH-free wells;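 active = diaphorase activity raised at least twofold by the compound at 20 µM; inactive = activation factor below 2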
#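 Test system: Clostridium kluyveri diaphorase, purified enzyme; input: enzyme 0.07 U/mL final; buffer or medium: 50 mM HEPES pH 7.4 with 4.542 mM MgCl2, 0.005% Tween 20; also added: 0.114 mM NADH and 0.1 mM resazurin, final amounts; schedule: 16 min enzyme reaction, ambient temperature; technique: fluorescence of resorufin, 544 nm excitation, 590 nm emission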
# STAT1 act: STAT1 signaling activators, primary screen, cell-based, HTS, luciferase reporter; NIH 3T3 STAT1-luciferase reporter, IFN-gamma, luminescence; 100% = IFN-gamma alone, no compound; AID 932, 2007; 200,000 compounds, 2.6% hits; activation (% of control), % at 5.5 µM;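 active = activation above the screen-wide mean activation plus 3 SD, cut at about 130% in these data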;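 note: raw ratio to IFN-gamma control signal so 100% means no change and 0% no light; values of inactives mirror those of a sister screen read the other way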
# STAT3 inh: IL-6 driven STAT3 reporter inhibitors, primary screen, U3A cells, luciferase, luminescence, MLSCN library. IL-6 STAT3-luciferase reporter; host cell line lacks STAT1. inhibition, % at 5.5 µM. 190,000 compounds, 0.89% hits;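 active = inhibition above the mean inhibition across all screened compounds plus 3 SD, cut at about 44% in these data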;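 note: 0% = DMSO only wells and 100% = 100 µM nifuroxazide control wells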
# STAT3 activator: IL-6 driven STAT3 reporter potentiators, primary screen, U3A cells, luciferase, luminescence, MLSCN library; IL-6 STAT3-luciferase reporter; 100% = signal with IL-6 EC80 alone; activation (% of control), % at 5.6 µM; 190,000 compounds, 0.91% hits;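 active = activation above the screen-wide mean of compound activation plus 3 SD, cut at about 130% in these data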;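 note: 0% = background luminescence of wells with medium and substrate only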
#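 Material: STAT3-luciferase reporter U3A cells. Controls: IL-6-treated wells, 100% activation. Read-out: % activation versus median of IL-6-stimulated wells. Probe or stimulus: IL-6 stimulus at 33 ng/mL final. Timing: compound 1 h, then IL-6 6 h at 37 °C. Signal: reporter luminescence signal.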
# * marks the source's active call; other numbers are inactive results; x = no result given. Rows are unselected; any-hit rate near 6.1%.
# Fields – G6PDH counter	Hsp70 activator	Diaphorase inh	STAT1 act	APP 5UTR inh	STAT3 activator	STAT3 inh	STAT1 blocker	Diaphorase act	TLR4 MyD88 comp
- Cc1onc(-c2ccccc2)c1C(=O)Nc1c(C)n(C)n(-c2ccccc2)c1=O
    2	0.0	-10	100	0	102	3	0	1.1	4
- CCn1nnc(-c2ccccc2NC(=O)c2ccc(-n3cnnn3)cc2)n1
    -57	-0.4	16	100	1	91	14	0	0.8	-6
- COc1ccc(-n2ccnc2CN2CCN(C3CCCC3)C(CCO)C2)cc1 (centres undefined)
    12	-0.2	4	87	-7	104	-2	13	1	-22
- S=C(Nc1ccc(Cl)c(Cl)c1)NN1CCOCC1
    -4	-0.5	6	104	10	102	3	-4	0.9	-10
- Cc1c(Cl)cccc1Nc1nc(N)nc(CN2CCCCCC2)n1
    4	-0.4	7	102	-10	99	3	-1	0.9	-6
- COc1ccc(C2CC(=O)N3CN(c4ccc(C)c(Cl)c4)CSC3=C2C#N)cc1OC (centres undefined)
    18	0.1	60*	96	-6	99	9	4	0.4	5
- OC1(c2ccccc2)c2ccccc2-c2ncccc21 (centres undefined)
    -1	-0.2	7	103	8	137*	-41	-4	0.9	14
- COCc1cnc(C)nc1N
    11	-0.3	8	96	23	100	1	3	0.9	-2
- O=C(Nc1c(F)cc(F)cc1Br)c1cc(S(=O)(=O)N2CCN(c3ccccn3)CC2)ccc1F
    5	-0.3	25	83	-19	91	15	17	0.7	5
- O=C(NN=C1CCN(Cc2ccccc2)CC1)c1cccc(S(=O)(=O)Nc2ccccc2Cl)c1
    2	-0.2	12	95	19	103	-7	6	0.9	3
- COc1cccc(N2CCN(c3ccc(S(=O)(=O)N4CCCC4)cc3)CC2)c1
    5	-0.4	23	97	25	92	14	4	0.8	-6
- CCN(CC)CCn1cnc2c([nH]c3cccc(OC)c32)c1=O
    2	0.3	22	96	7	103	-1	4	0.8	6
- COc1cccc(CN(C)CC(=O)Nc2sc3c(c2C#N)CCC3)c1OC
    0	-0.3	26	81	-4	87	20	21	0.7	11
- CCOC(=O)/C(C#N)=C\C1=C(N2CCOCC2)CC(C)(C)OC1
    1	-0.1	0	94	-1	97	12	6	1	-9
- C=CCOc1ccccc1CNc1cccc(F)c1
    4	-0.3	16	102	57*	109	-14	0	0.8	-3
- Nc1ccc(CCS(N)(=O)=O)cc1
    4	-0.1	4	100	-11	97	8	0	1	5
- CCOc1ccc(C(=O)Cc2ccc3oc(C(=O)O)cc3c2)c(O)c1
    12	-0.5	1	102	0	95	11	-2	1	2
- O=C(O)CN1CCN(Cc2ccccc2Cl)C1=O
    x	-0.1	x	101	-3	106	-4	-1	x	-4
- O=C(CSCc1cccc(CSCC(=O)Nc2ccc3ccccc3c2)n1)Nc1ccc2ccccc2c1
    0	-0.2	8	105	-18	84	26	-5	0.9	9
- NNC(=O)c1sc(-c2ccccc2)cc1N
    2	0.3	26	119	8	104	3	-22	0.7	6
- Cc1[nH]nc(SCC(=O)N(C)c2ccccc2)c1[N+](=O)[O-]
    6	-0.2	-8	96	2	102	7	3	1.1	10
- Cc1cc(C)c2c3c(cn2n1)c(=O)n(C)c(=O)n3C
    x	-0.3	x	105	-5	96	9	-10	x	-1
- Cc1cc(C)n(CCNC(=O)CC2C(=O)NCCN2CC2CCCCC2)n1 (centres undefined)
    9	0.0	x	106	4	101	2	-8	x	-8
- CCSC1=C(C#N)C(c2ccccc2OC)CC(=O)N1 (centres undefined)
    16	-0.4	13	107	7	101	0	-6	0.9	-3
- Oc1c(C=Nc2ccccc2)sc2ccccc12
    6	-0.5	x	118	-77	48	66*	-20	x	-7
- COc1ccc(S(=O)(=O)N2CCOCC2)cc1NC(=O)COC(=O)c1ccc(C)s1
    0	-0.2	-4	95	-1	102	8	3	1	-18
- Cc1cc(C)n2c(SCC(=O)N(C)C3CCCCC3)nnc2n1
    9	0.0	3	101	-22	100	8	-2	1	-4
- CCOC(=O)C1=C(C)S/C(=C\N(C)C)C1=O
    2	-0.3	10	101	-10	93	14	-1	0.9	7
- CC1CCN(CCNC(=O)c2ccc(NC(=O)C3CCCO3)cc2)CC1 (centres undefined)
    -9	-0.3	4	97	-17	82	28	5	1	12
- Cc1cc(C(=O)OCC(=O)Nc2cccc(S(=O)(=O)N(C)C)c2)c2ccccc2n1
    -1	-0.2	5	79	8	64	47*	21	1	-5

# (listing goes on)
# Fields – G6PDH counter	Hsp70 activator	Diaphorase inh	STAT1 act	APP 5UTR inh	STAT3 activator	STAT3 inh	STAT1 blocker	Diaphorase act	TLR4 MyD88 comp
- COc1cc(CNCCCCO)ccc1OCc1ccccc1F
    -2	0.3	-6	114	-11	106	1	-17	1.1	8
- CCCCNC(=O)Nc1c(C)cc(SC#N)cc1C
    9	0.5	0	98	-9	93	13	-1	1	13
- C=CCn1c(O)c(N=Nc2nc3ccccc3c(=O)n2-c2ccccc2)c2ccccc21
    7	-0.1	11	94	6	116	-19	7	0.9	1
- CCc1ccc(-n2c(=O)c3c(C)c(C(=O)N(C)C)sc3n(CC(=O)NCc3ccco3)c2=O)cc1
    5	-0.2	13	94	0	101	7	7	0.9	-6
- CSCCC(NC(=O)c1cc([N+](=O)[O-])cc([N+](=O)[O-])c1)c1nc2ccccc2[nH]1 (centres undefined)
    16	-0.4	28	92	4	104	-2	9	0.7	6
- C=CCOC(=O)C(C#N)c1nc2ccccc2nc1N1CCN(Cc2ccccc2)CC1 (centres undefined)
    6	-0.3	23	99	-11	99	7	2	0.8	2
- CC1(C)CC(CCNS(=O)(=O)c2ccccc2)(c2ccccc2)CCO1 (centres undefined)
    1	0.0	9	106	5	104	4	-7	0.9	3
- Cc1ccccc1NC(=O)Nc1nc2ccc(S(C)(=O)=O)cc2s1
    -12	-0.2	0	117	-68	92	8	-19	1	5
- Cn1c(-c2cccc([N+](=O)[O-])c2)cnc1NCc1ccc(C#N)cc1
    8	0.1	11	96	-9	96	11	4	0.9	13
- COc1cc(/C=C2\NC(=S)N(C)C2=O)ccc1O
    14	-0.1	-4	112	-2	91	15	-16	1	3
- O=C1[C@@H]2[C@@H]3C[C@@H]([C@H]4ON=C(c5ccc(Cl)cc5)[C@@H]34)[C@@H]2C(=O)N1C1CCCCC1
    -1	0.1	23	104	2	104	-2	-5	0.8	3
- O=C(O)C1(NS(=O)(=O)c2ccc(F)c(Cl)c2)CCCCC1
    1	-0.2	-5	104	-13	111	-10	-5	1	-22
- Cc1ccccc1-n1c(=O)c(C#N)cc2c(=O)n3ccccc3nc21
    2	-0.3	31	99	-18	96	1	1	0.7	-52
- CCOc1ccccc1NC(=O)C1CCCN1C(=O)OCc1ccccc1 (centres undefined)
    9	-0.2	11	103	4	110	-7	-5	0.9	-2
- Cc1nnc2sc(-c3ccco3)nn12
    -2	-0.2	11	95	-6	99	4	-1	0.9	16
- O=C(Nc1c2c(nn1-c1ccc(F)cc1)CS(=O)C2)c1ccc(S(=O)(=O)N2CCOCC2)cc1 (centres undefined)
    5	-0.3	3	101	-5	103	2	-1	1	2
- COCCCNC(=S)N1CCC(C(=O)c2ccc3c(c2)OCCO3)CC1
    10	-0.4	-17	96	10	93	10	3	1.2	0
- Cc1ccc(C)c(Cn2c(=O)n(CCC(=O)NCc3ccco3)c(=O)c3ccccc32)c1
    -13	-0.4	4	96	-18	96	9	2	1	-1
- Cc1c(NC(=S)N/N=C/c2cccc(O)c2)c(=O)n(-c2ccccc2)n1C
    2	-0.2	14	100	-10	102	5	0	0.9	6
- CCN(CC)S(=O)(=O)c1cccc(S(=O)(=O)N2CCCCC2)c1
    11	-0.4	2	95	x	102	-4	5	1	-2
- O=C(CCCSc1nnc(Nc2ccccc2F)s1)N1CCOCC1
    8	0.1	17	102	-12	108	-7	-3	0.8	-18
- Cc1nc(Nc2nc3ccccc3o2)nc(C)c1C
    8	0.0	-4	117	-143	67	41	-19	1	6
- COc1cc(/C=C/c2c([N+](=O)[O-])c(=O)n(C)c(=O)n2C)cc(OC)c1OC
    0	-0.5	4	90	-1	100	6	11	1	7
- CCn1c(SCC(=O)NCc2ccc3c(c2)OCO3)nnc1-c1c[nH]c2ccccc12
    2	-0.1	0	96	-5	98	6	5	1	-16
- CCOC(=O)C1C(C)N=C2SCC(=O)N2C1c1cccc(Br)c1 (centres undefined)
    -4	-0.3	14	95	30	107	-1	6	0.9	-3
- COc1cc2c(cc1OC)[C@H](Cc1ccc(O)cc1)NCC2
    10	-0.1	2	104	-7	96	2	-5	1	4
- CCc1ccc2nc(Nc3ccc(OC)cc3OC)c(C#N)cc2c1
    1	-0.4	15	99	-4	87	20	0	0.8	7
- Cc1cc(C)nc(/N=C2\NC(=O)CC(C(=O)O)N2c2ccc(Cl)cc2Cl)n1 (centres undefined)
    2	0.5	10	104	12	97	6	-4	0.9	3
- Cc1ccc(CC2CC(=O)N(CC(=O)O)C2=O)cc1 (centres undefined)
    1	0.3	10	105	-6	96	8	-5	0.9	16
- COc1ccccc1-c1noc(-c2ccco2)n1
    -27	-0.1	9	131*	-118	101	2	-42	0.9	7

# Later entries.
# Fields – G6PDH counter	Hsp70 activator	Diaphorase inh	STAT1 act	APP 5UTR inh	STAT3 activator	STAT3 inh	STAT1 blocker	Diaphorase act	TLR4 MyD88 comp
- CCOCC(=O)Nc1nc2ccc(OC)cc2s1
    14	0.3	16	126	-73	81	28	-28	0.8	-8
- O=C(O)CCc1nc(-c2ccccc2)c(-c2ccccc2)o1
    1	0.2	80*	x	x	x	x	x	0.2	x
- O=C(c1ccccc1)c1ccc(OCC(O)CNC2CCCc3ccccc32)cc1 (centres undefined)
    -19	-0.4	13	84	-8	82	23	18	0.9	10
- CCOC(=O)C(C)Sc1nc2ccccc2c(=O)n1CC1CCCCC1 (centres undefined)
    -4	-0.5	9	100	x	104	-5	2	0.9	-10
- COc1ccc(/C=N/n2c(C)nnc2C)c(OC)c1OC
    6	-0.1	-8	95	-5	98	8	6	1.1	3

# Screening results as filed in PubChem BioAssay.
